TNAP activation fold = human TNAP enzyme activators, primary screen, biochemical, luminescent, no phosphate acceptor, uHTS (AID 1001) | purified TNAP, luminescent activation assay, no phosphate acceptor; higher activation fold means a stronger effect | one-dose activation fold at 20 µM; EC50 in µM for titrated hits | hit rate 0.03% among 200,000; in the data active = activation fold from about 3, or a potency from the dose series; inactive = the rest, 99 in 100 with activation fold below about 1.6; also: many of its hits are not listed in these tables
West Nile antiviral = West Nile virus antiviral activity, cell-based, CPE readout (AID 1621); hit rate 0.02% among 290,000; West Nile virus-infected cells, CPE inhibition; higher % means a stronger effect; CPE inhibition, % at 10 µM; hits with a dose series show IC50 in µM; in the data active = a potency from the dose series; inconclusive = CPE inhibition mostly from about 3.7% at the one dose, without a potency; inactive = the rest, 99 in 100 with CPE inhibition below about 2.2%; also: strong numbers were not always called active
CSM14.1 death rescue = protection against thapsigargin-triggered cell killing – 384-well, CSM14.1, ATP luminescence, primary screen (AID 1222) | CSM14.1 thapsigargin-induced death rescue, ATP luminescence; higher % means a stronger effect | cellular ATP content (survival), % at 20 µM, or EC50 in µM where a hit was titrated | 190,000 tested, under 10 active;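 active = EC50 below 50 µM in the dose-response confirmation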;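 also: death triggered by thapsigargin at about 15 µM added after 2 h compound pretreatment; cell ATP read after overnight thapsigargin exposure of roughly 18 to 22 hours; normalized against plate controls of thapsigargin alone and 5% DMSO vehicle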
Salmonella PhoP GFP = PhoP-dependent GFP reporter repression – Salmonella Typhimurium, primary screen (AID 1863); S. Typhimurium PhoP-regulated promoter GFP reporter, 4 h; higher % means a stronger effect; inhibition, % at 50 µM; hits with a dose series show IC50 in µM; hit rate 0.16% among 300,000;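 active = inhibition over 29.93%, a cutoff 3 SD above the screen mean, later confirmed by dose response; inconclusive = inhibition over 29.93% but no dose response follow-up; inactive = inhibition at most 29.93% or unconfirmed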;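 also: 0% = low Mg2+ inducing control and 100% = high Mg2+ repressing control; strong numbers were not always called active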
SV40 large T antigen = SV40 large T antigen inhibitors, biochemical (AID 1903) | SV40 large T antigen ATPase/helicase inhibition assay; higher % means a stronger effect | inhibition, % at 20 µM; hits with a dose series show IC50 in µM | hit rate 0.39% among 310,000; in the data active = a potency from the dose series; inconclusive = inhibition mostly from about 32% at the one dose, without a potency; inactive = the rest, 99 in 100 with inhibition below about 32%; also: strong numbers were not always called active
PMI inhibitors = MPI enzyme activity inhibition – biochemical, fluorescence intensity, coupled assay, primary screen (AID 1209) | purified PMI enzyme, coupled fluorescence intensity; higher % means a stronger effect | one-dose inhibition, % at 20 µM; IC50 in µM for titrated hits | hit rate 0.42% among 190,000;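 also: plate controls were DMSO vehicle for no effect and wells lacking substrate for full effect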
Insulin prom up = MIN6 insulin promoter up-regulation; MIN6 insulin promoter-GFP reporter, high-content imaging; active compounds read high; z-score at 5 µM; hit rate 0.3% among 190,000; AID 1625;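 active = z-score above 3 at 5 µM with at least 500 cells counted in the well; inconclusive = wells under 500 cells, flagged as cytotoxic or low count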
RSV antiviral HEp-2 = inhibition of RSV-induced cytopathic effect – HEp-2 cells, primary 10 µM value included (AID 2391); hit rate 0.13% among 310,000; HEp-2 cells, RSV-induced CPE inhibition; higher % means a stronger effect; CPE inhibition, % at 10 µM; hits with a dose series show IC50 in µM; in the data active = a potency from the dose series; inconclusive = CPE inhibition mostly from about 23% at the one dose, without a potency; inactive = the rest, 99 in 100 with CPE inhibition below about 21%; also: strong numbers were not always called active
PMI inhibition = human PMI inhibitors, high substrate, primary screen, biochemical, fluorescence intensity, high mannose 6-phosphate (AID 1220) | recombinant PMI enzyme, coupled fluorescence intensity; higher % means a stronger effect | one-dose inhibition, % at 20 µM; IC50 in µM for titrated hits | hit rate 0.66% among 190,000
Insulin prom up cell count = further read-out of Insulin prom up, marked with its call; cell count; measured here: cytotoxicity, nuclei count;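 total cells summed across four imaged fields per well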
Active calls of the source: *; ? = inconclusive; . = no result given. Rule as the data show it, unless noted: active = inhibition above about 50%; inactive = the rest.

SMILES | TNAP activation fold | West Nile antiviral | CSM14.1 death rescue | Salmonella PhoP GFP | SV40 large T antigen | PMI inhibitors | Insulin prom up | Insulin prom up cell count | RSV antiviral HEp-2 | PMI inhibition
O=C(Nc1ccc(S(=O)(=O)NCc2ccccc2)cc1)c1ccccc1[N+](=O)[O-] | 1.1 | -0.9% | -1.1% | -0.3% | 14.3% | 1.3% | 0.04 | 1298 | 2.4% | 5.7%
Cc1ccccc1N1C(=O)c2ccccc2NC1c1ccncc1 (centres undefined) | 1 | 0.0% | -2.4% | -3.2% | 12.7% | 9.7% | . | . | 2.7% | 1.3%
O=C(c1ccco1)N(Cc1cccc([N+](=O)[O-])c1)c1ccc(Br)cc1 | 1 | -1.4% | 3.5% | -3.6% | 17.5% | 19.7% | -0.81 | 1614 | ? | 18.2%
O=C(CN1CCCCC1)Nc1cccc2c1OCO2 | 1.1 | 0.1% | 4.4% | 31.1% | 12.1% | -0.4% | 0.61 | 906 | 0.1% | -5.0%
Cc1cccn2c(=O)c3cc(C(=O)NCC4CCCO4)c(=N)n(CCN4CCOCC4)c3nc12 (centres undefined) | 0.9 | . | -0.4% | 0.4% | 15.8% | -5.6% | . | . | -0.3% | 4.5%
CCN1CCCC1CNC(=S)Nc1ccc(C(C)=O)cc1 (centres undefined) | 1 | 0.3% | -0.4% | -1.4% | 18.9% | 9.7% | -0.24 | 1466 | -1.9% | 6.4%
CCOC(=O)N1CCN(C(=O)c2ccc3c(=O)n(CC4CCCO4)c(=S)[nH]c3c2)CC1 (centres undefined) | 1.1 | -0.4% | -0.4% | 0.8% | -2.8% | 6.4% | -1.61 | 1308 | 1.6% | 8.3%
O=C(c1cc2ccccc2o1)N1CCN(S(=O)(=O)/C=C/c2ccccc2)CC1 | 1.1 | -1.0% | -1.3% | -0.6% | 7.1% | -9.8% | -0.58 | 1124 | 19.4% | -2.5%
Nc1nonc1C(=O)NCCNc1ncccc1[N+](=O)[O-] | 1 | 0.1% | 1.6% | 8.0% | 9.4% | -0.3% | 0.24 | 1258 | 1.2% | 2.8%
COc1ccc(CCN(Cc2ccccn2)C(=S)Nc2cccc(SC)c2)cc1OC | 1.1 | -0.7% | -2.9% | 1.4% | 0.9% | 17.4% | 0.11 | 1137 | 3.3% | 21.7%
Cn1cnc(S(=O)(=O)N2CCN(C(c3ccc(F)cc3)c3ccc(F)cc3)CC2)c1 | . | -0.7% | . | 4.2% | 11.7% | . | . | . | 3.8% | .
Clc1ccc2nncn2n1 | 1 | -0.4% | . | 12.7% | -2.5% | 2.1% | 0.4 | 1177 | 1.9% | 3.6%
COc1ccc(C(CNC(=O)Nc2ccc(Cl)cc2)N2CCN(C)CC2)cc1 (centres undefined) | . | 0.5% | . | -5.2% | 2.3% | . | . | . | -3.4% | .
Cc1cc(C)n(CC(O)Cn2c3ccccc3c3ccccc32)c(=O)n1 (centres undefined) | 1.1 | -0.5% | 1.1% | 9.4% | -0.3% | 2.4% | -0.04 | 1005 | 1.2% | 2.4%
COc1cc(Cl)ccc1OCc1cc(C(=O)N2CCCCCCC2)no1 | . | 0.2% | . | 8.8% | 5.2% | . | . | . | 10.3% | .
CCOC(=O)C1=C(N)OC2=C(C(=O)CCC2)C1c1ccccc1OC (centres undefined) | 1 | 0.2% | 1.1% | -4.0% | 4.2% | . | -0.1 | 1081 | 0.3% | .
O=c1c2[nH]c3cccc(Cl)c3c2ncn1CC1CCCO1 (centres undefined) | . | 0.3% | . | 0.5% | 5.6% | . | 0.5 | 1041 | 0.5% | .
C#CCOCCOCCOCCNc1nc(N2CCN(C(=O)C(Cc3ccc(O)cc3)n3cc(C(N)CC(C)C)nn3)CC2)nc(N2CCN(C(=O)C(Cc3cc4ccccc4[nH]3)n3cc(C(N)C(C)CC)nn3)CC2)n1 (centres undefined) | 1.6 | . | 0.6% | -2.6% | 8.1% | -27.6% | -0.31 | 1443 | 0.6% | -17.1%
CCS(=O)(=O)c1ccc(-c2csc(-c3ccccc3)n2)c(Cl)c1Cl | 1 | -0.3% | -0.5% | -2.5% | 3.6% | 8.8% | -0.16 | 1847 | 7.3% | 5.8%
COc1cccc(OC)c1C(=O)NNC(=O)c1ccc(F)cc1 | 1.2 | -0.1% | 0.0% | 1.8% | -1.0% | 3.2% | -1.13 | 1492 | -1.0% | -1.8%
Cc1ccc(C)c(NC(=O)c2ccc(N(C)S(C)(=O)=O)cc2)c1 | 1 | 0.3% | -3.1% | 9.1% | 16.3% | -6.9% | -0.41 | 906 | -0.2% | -4.7%
Cc1ccc(OCCN2C(=O)c3ccccc3C2=O)c([N+](=O)[O-])c1 | 1.1 | -0.9% | -0.5% | 2.7% | 31.9% | -1.9% | 0.96 | 1118 | 1.9% | 1.5%
Cc1cc(C(=O)CSc2nc(N)cc(N)n2)c(C)n1-c1cccc(C(F)(F)F)c1 | 1.1 | -1.1% | -3.1% | 14.8% | 21.2% | 16.6% | 1.45 | 1063 | 14.0% | 12.9%
NCCCC[C@H](NC(=O)C1CCNCC1)c1nnc([C@@H](N)CO)o1 | 1.1 | -0.1% | -0.1% | -4.8% | -1.7% | -4.5% | 0.21 | 1363 | 0.5% | -6.0%
CC(NC(=O)c1ccc(Cl)cc1)c1nnc(SCC(=O)NC2=NCCS2)n1C (centres undefined) | . | -0.5% | . | 4.5% | -3.8% | . | . | . | 1.4% | .

Next section
SMILES | TNAP activation fold | West Nile antiviral | CSM14.1 death rescue | Salmonella PhoP GFP | SV40 large T antigen | PMI inhibitors | Insulin prom up | Insulin prom up cell count | RSV antiviral HEp-2 | PMI inhibition
COC(=O)c1sc(NC(=O)CSc2nncs2)c(C(=O)OC)c1C | 1.1 | -0.5% | -1.5% | 3.7% | 3.2% | 14.3% | . | . | ? | 12.1%
Cc1cc(=O)[nH]c(SCC(=O)c2c(N)n(C)c(=O)n(C)c2=O)n1 | 1.1 | 0.1% | -0.1% | 1.2% | 8.1% | 0.5% | . | . | 0.7% | -3.5%
N#Cc1ccc(C(=O)NC2CCCc3ccccc32)cc1 (centres undefined) | 1.1 | -0.9% | . | 5.8% | 5.3% | -7.2% | -0.39 | 1232 | 1.8% | -2.3%
O=C(CSc1nnc(-c2ccoc2)o1)N1CCOCC1 | 1 | 1.3% | -1.8% | 2.8% | 2.8% | -6.8% | 0.96 | 887 | 0.9% | -2.9%
Cn1nccc1C(=O)N1CCN(c2ccccc2Cl)CC1 | . | -0.2% | . | -4.6% | 13.8% | . | . | . | 0.9% | .
C/C(N)=C(/C#N)C(=O)COC(=O)CNC(=O)c1ccc(Cl)cc1Cl | 1.4 | 0.1% | -0.9% | 1.6% | 5.2% | -9.9% | -0.26 | 1233 | 0.9% | -3.7%
CCOc1ccc(N(CC(=O)NC2CCCCC2)S(=O)(=O)c2ccccc2)cc1 | . | -0.1% | . | -0.4% | 6.0% | . | . | . | 1.5% | .
CC(C)=CCCC1(C)C=Cc2c(c(C)cc3c2[nH]c2cc(O)ccc23)O1 (centres undefined) | . | -1.6% | . | -0.4% | 0.5% | . | -0.42 | 1050 | 1.6% | .
CC(NCc1ccc(-c2ccccc2)cc1)C(O)c1ccccc1 (centres undefined) | 1.1 | -0.4% | 9.9% | ? | 0.3% | -1.2% | 0.16 | 1081 | -1.8% | 4.4%
COc1ccc(C)cc1NC(=O)Cn1cnnn1 | 1 | 0.8% | -0.8% | -5.1% | -3.0% | -2.3% | 0.5 | 1511 | 1.0% | 28.3%
CCCCC1=CC2=CC(=O)C(C)(OC(=O)CCC(=O)OC)C(=O)C2=CO1 (centres undefined) | . | 0.1% | . | -5.3% | 17.8% | . | . | . | 0.4% | .
COC(=O)CSc1nnc(CNc2ccc(Cl)cc2)n1-c1ccccc1 | 1 | 0.7% | 0.4% | 12.0% | 5.5% | -5.7% | -0.38 | 1645 | 1.0% | 7.3%
O=C(NCc1cccs1)c1noc2c1CCCC2 | 1.1 | ? | 0.9% | 6.0% | -0.4% | -1.6% | 0.04 | 1329 | -0.2% | -0.3%
COc1ccc(C(=O)CC(=O)C(=O)Nc2ccc(C)c(C)c2)cc1 | . | 0.6% | . | -11.8% | 5.2% | . | . | . | 3.2% | .
C=CCN(CC=C)C(=S)Nc1ccc(OC)c(OC)c1 | 1 | 0.3% | -1.2% | -7.3% | 4.6% | -0.2% | 0.48 | 1600 | 1.9% | 20.1%
CCSc1ncc(/C=N/Nc2ccccc2)n1C | 1 | -0.2% | -0.2% | 6.0% | 16.4% | -42.2% | 0.03 | 1914 | 4.8% | -77.3%
O=C(N/N=C1\CC2CC=CC12)c1ccc(O)cc1 (centres undefined) | 1.1 | -0.1% | -2.2% | -2.1% | 7.1% | -11.5% | 0.2 | 1177 | 0.5% | -12.4%
Cc1ccc(C)c2nc(SCC(=O)N3CCCc4ccccc43)c(C#N)cc12 | 1.1 | 0.9% | -1.2% | -12.6% | 14.4% | 3.8% | 0.12 | 1845 | -1.2% | 7.0%
O=C(COc1ccccc1F)NC1CC1 | 1.2 | -0.3% | -0.5% | -8.7% | 10.9% | 11.3% | -0.58 | 1241 | 0.9% | 9.3%
COC(=O)[C@H](C)NC(=O)COc1ccccc1 | 1.1 | 0.3% | -1.7% | -7.7% | 3.1% | -3.3% | . | . | 0.4% | -4.9%
COCc1c(C(=O)OCc2nc(N)nc(Nc3ccccc3C)n2)oc2ccccc12 | 1.1 | -1.5% | 2.8% | 28.6% | -4.2% | 0.5% | . | . | 20.0% | 10.6%
CNC(=S)Nc1cccc(Cl)c1C | 1 | 0.4% | 0.6% | 2.3% | 1.7% | 7.8% | 0.1 | 1474 | 0.7% | 7.7%
O=C(NCC1COc2ccccc2O1)C1C2C=CC3(CN(Cc4cccs4)C(=O)C13)O2 (centres undefined) | 1.1 | -0.6% | -0.1% | 5.2% | 2.2% | -4.1% | -0.87 | 1652 | 1.1% | -6.5%
Cc1[nH]c2ccccc2c1C(=O)COC(=O)c1c(-c2ccccc2Cl)noc1C | 1.2 | 2.8% | -0.4% | 1.7% | -0.6% | 24.0% | -0.22 | 1283 | ? | 13.4%
Cc1cc(F)ccc1NC(=O)CCCN(C)S(=O)(=O)c1ccc(F)cc1 | . | -1.3% | . | 7.6% | -3.0% | . | . | . | 0.9% | .
CCOC(=O)c1cc(-c2ccccc2)sc1NC(=O)CN1C(=O)NC(CC)(c2ccccc2)C1=O (centres undefined) | 1 | ? | -2.2% | 1.5% | 20.9% | 18.0% | 0.09 | 943 | 0.8% | 11.8%

Ordered by molar mass (smallest number first): part of the list above
SMILES | TNAP activation fold | West Nile antiviral | CSM14.1 death rescue | Salmonella PhoP GFP | SV40 large T antigen | PMI inhibitors | Insulin prom up | Insulin prom up cell count | RSV antiviral HEp-2 | PMI inhibition
Clc1ccc2nncn2n1 | 1 | -0.4% | . | 12.7% | -2.5% | 2.1% | 0.4 | 1177 | 1.9% | 3.6%
Cc1cc(F)ccc1NC(=O)CCCN(C)S(=O)(=O)c1ccc(F)cc1 | . | -1.3% | . | 7.6% | -3.0% | . | . | . | 0.9% | .
COc1ccc(CCN(Cc2ccccn2)C(=S)Nc2cccc(SC)c2)cc1OC | 1.1 | -0.7% | -2.9% | 1.4% | 0.9% | 17.4% | 0.11 | 1137 | 3.3% | 21.7%

Screens: PubChem, several laboratories

Compounds as they come, and some 1.5% of all compounds hit somewhere here.
